Assay outcomes deposited in PubChem BioAssay by The Scripps Research Institute Molecular Screening Center.
TEAD-YAP block – TEAD-YAP interaction inhibition | AID 1259422 | inhibition, % at 9.12 µM | hit rate 1.4% among 640,000 | HEK-TIYL cells, TEAD-Gal4/YAP UAS-luciferase luminescence; in the data active = inhibition above about 32%;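 note: 0% = median of test compound wells and 100% = reference inhibitor wells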
MITF inh – human MITF inhibition, primary screen | inhibition, % at 2.6 µM | AlphaScreen MITF homodimerization, bead proximity signal | hit rate 0.91% among 650,000 | O75030; in the data active = inhibition above about 50%;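 note: 0% = vehicle wells with protein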
Target sequence (O75030 whole entry, looked up): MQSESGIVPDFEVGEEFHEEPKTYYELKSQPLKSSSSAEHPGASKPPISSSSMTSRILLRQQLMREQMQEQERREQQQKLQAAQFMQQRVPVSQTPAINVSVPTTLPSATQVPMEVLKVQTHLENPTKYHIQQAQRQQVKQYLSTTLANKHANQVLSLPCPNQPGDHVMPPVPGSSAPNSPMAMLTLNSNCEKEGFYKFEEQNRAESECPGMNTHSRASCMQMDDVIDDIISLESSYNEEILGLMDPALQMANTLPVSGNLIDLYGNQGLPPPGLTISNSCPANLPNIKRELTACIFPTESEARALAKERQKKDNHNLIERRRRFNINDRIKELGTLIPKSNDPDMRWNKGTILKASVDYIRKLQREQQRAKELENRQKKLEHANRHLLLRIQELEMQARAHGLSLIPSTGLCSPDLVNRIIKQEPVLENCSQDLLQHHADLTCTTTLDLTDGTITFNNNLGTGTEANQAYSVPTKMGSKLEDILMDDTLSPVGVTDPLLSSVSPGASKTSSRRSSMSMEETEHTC
GPR151 activ – human GPR151 activation. Q8TDV0. PathHunter beta-arrestin GPR151 cells, luminescence. activation, % at 11.2 µM. hit rate 1% among 650,000. AID 1508602; in the data active = activation above about 4.9%;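 note: 0% = median of compound wells and 100% = cells with positive control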
Target sequence (Q8TDV0 whole entry, looked up): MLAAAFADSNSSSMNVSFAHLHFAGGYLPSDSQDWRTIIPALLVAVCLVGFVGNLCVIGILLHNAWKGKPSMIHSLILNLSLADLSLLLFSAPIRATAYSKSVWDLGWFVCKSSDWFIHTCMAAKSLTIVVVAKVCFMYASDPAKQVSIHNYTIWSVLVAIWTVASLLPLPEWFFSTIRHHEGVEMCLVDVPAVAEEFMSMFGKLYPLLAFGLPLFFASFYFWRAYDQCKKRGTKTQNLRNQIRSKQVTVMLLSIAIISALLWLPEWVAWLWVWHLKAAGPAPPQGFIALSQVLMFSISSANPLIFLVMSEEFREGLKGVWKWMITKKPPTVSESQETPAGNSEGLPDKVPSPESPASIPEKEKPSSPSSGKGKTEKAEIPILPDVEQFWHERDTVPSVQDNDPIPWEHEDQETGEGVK
FBW7 activator – activators of human E3 ligase FBW7 | normalized activity (activation), % at 26.1 µM | AlphaScreen FBW7–phospho-cyclin E peptide binding, activator screen | Q969H0 | hit rate 0.13% among 650,000; in the data active = normalized activity above about 1.9%;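 note: purified mutant Fbw7 with reduced substrate affinity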
Numbers without * were called inactive.

Structure	TEAD-YAP block	MITF inh	GPR151 activ	FBW7 activator
CC1(C)C(=O)C2(CCCCC2)C(=O)OC1c1ccc(F)cc1 (stereo not drawn)	-2.2	-0.8	0.3	-0.1
O=C(CNC(=O)c1ccccc1)OCC(=O)c1ccc(OCc2ccccc2)cc1	-8.8	1.0	-2.6	-0.1
N=c1c2c3c(sc2nc2n1CCCCC2)CCCC3	-31.1	3.7	0.1	-0.1
CC(C)(C)C(=O)CSc1nc2cc(C(=O)N3CCOCC3)ccc2c(=O)n1-c1ccccc1	14.0	20.2	-0.7	0.0
CSC1=NC2(CCCCCC2)Cc2ccccc21	-1.1	9.7	-0.3	0.5
COc1cc(N)ccc1NC(=O)c1ccc(Cl)cc1	-53.7	13.6	1.7	0.0
CCNC(=O)[C@@H]1C[C@@H](NCc2ccccc2C)CN1Cc1ccccc1	7.4	4.7	3.7	-0.2
O=C1CCCC2=C1C(c1ccc(Cl)cc1Cl)n1nnnc1N2 (stereo not drawn)	-2.9	10.9	2.1	0.3
O=C(CSc1ccccn1)NC12CC3CC(CC(C3)C1)C2	0.6	-10.2	-0.2	0.0
C=CCOc1ccc(/C=C2\C(=N)N3N=C(S(=O)(=O)CC)SC3=NC2=O)cc1OC	2.2	0.2	0.5	-0.3
COc1ccc(CNCCCCl)cc1	9.6	27.9	1.7	0.0
COc1ccc(-c2cnnc(NCCc3cccc(OC)c3)n2)cc1	0.8	-0.7	2.5	-0.2
CC(C)C[C@@H]1NC(=O)[C@H]2CN(Cc3ccccc3Cl)CCN2C1=O	7.2	-4.7	1.3	-0.2
Cc1cc(Nc2ccc(S(=O)(=O)N(C)C)cc2)n2ncnc2n1	3.5	1.4	0.5	-0.1
CC(=O)c1cccc(NC(=O)c2nccnc2C(=O)O)c1	3.3	-4.8	0.5	-0.1
N#Cc1ccccc1S(=O)(=O)N1CCN(Cn2c(=O)oc3ccccc32)CC1	-2.0	14.0	0.6	0.3
CCCNC(=O)Cn1cnc2sc(C(=O)N(C)C3CCCCC3)c(C)c2c1=O	4.5	10.0	3.0	0.5
CC(C)c1onc(C(=O)Nc2ccccc2C(F)(F)F)c1[N+](=O)[O-]	-6.1	7.8	-0.5	0.0
CCCc1[nH]nc2c1C(c1cc(Cl)ccc1O)C(C#N)=C(N)O2 (stereo not drawn)	4.3	6.4	-0.5	-0.1
CCOc1cccc2c1OC(c1ccc(OC)cc1)N1N=C(c3cccc(OC)c3)CC21 (stereo not drawn)	46.9*	-7.1	-1.7	-0.1
CCc1ccc(CN2CCN(S(=O)(=O)c3ccccc3[N+](=O)[O-])CC2)cc1	-3.7	28.1	0.1	-0.2
COCCN(CC(=O)NC(C)(C)C)C(=O)c1csnn1	3.4	2.2	-0.3	-0.1
CCOC(=O)c1sc(NC(=O)C(C)Sc2nnc(CNC(=O)c3cccc(OC)c3)n2C2CCCCC2)c(C(=O)OCC)c1C (stereo not drawn)	12.2	0.9	2.1	0.1
COC(=O)C(O)(CC(=O)Nc1ccc(Br)cc1)C(F)(F)F (stereo not drawn)	-5.5	-3.9	0.5	0.0
COc1ccc([C@@H]2CN(C(=O)Cc3ccccc3OC)C[C@H]2C(=O)O)cc1	16.1	5.5	-0.2	0.1
COC(=O)c1cc(NC(=O)c2ccco2)ccc1Cl	11.1	-8.7	-0.5	0.2
COc1ccc(CN2CCc3nnc(C(C)NC(=O)c4ccco4)n3CC2)cc1 (stereo not drawn)	11.5	2.0	-0.7	-0.1
O=C(c1ccc(Cl)c(F)c1F)N1CCCC1	-2.1	-1.9	2.5	-0.2
CC1(C)CC(=O)C([C@H]2C3=C(CC(C)(C)CC3=O)Oc3ccccc32)C(=O)C1	7.2	-4.8	-1.5	-0.2
Cc1nnc(N/N=C/c2ccc([N+](=O)[O-])cc2)[nH]c1=O	-2.0	2.0	3.7	-0.3
O=C(Nc1ccc(Cl)cc1Cl)N1CCN2C(=O)[C@@H]3CSCN3C(=O)[C@H]2C1	6.2	69.5*	-0.8	-0.4
CC[N+]1(Cc2ccccc2)C2=C(CN(C)CC2)c2ccccc21 (stereo not drawn)	5.3	7.6	-0.7	0.0
OCc1nc2ccccc2n1CCOc1ccccc1	-10.5	19.4	-0.8	0.4
COc1ccc(N(C(C)C(=O)NC(C(C)C)C(C)C)S(C)(=O)=O)cc1 (stereo not drawn)	-1.1	1.5	-0.5	-0.1
O=C(CCNC(=O)c1ccccc1Cl)Nc1ccc(-c2nnc3n2CCCCC3)cc1	-2.2	10.3	-1.7	0.4
CC(C)CCn1c(NCCN(C)C)nc2c1c(=O)[nH]c(=O)n2C	1.0	19.3	0.9	-0.1
Oc1ccccc1/C=N/Nc1ccc(-n2ccnc2)nn1	11.0	15.8	1.9	-0.3
COC(=O)CSc1nnc(C)n1-c1ccc(C#N)cc1	7.9	4.4	-0.6	0.1
CCCCOC(=O)c1ccc(NC(=O)COc2ccccc2C)cc1	2.5	5.5	-0.9	0.0
C=CCNC(=O)CN(c1ccc(OC)c(OC)c1)S(C)(=O)=O	6.6	22.9	0.9	0.0
C=C(C)[C@@H]1CC=C(CN2C[C@@H](NC(=O)c3ccc(OC)cc3OC)C[C@H]2C(=O)OC)CC1	1.2	8.0	1.0	0.0
COc1cc(C(=O)Nc2nnc(-c3ccc(Cl)cc3Cl)s2)cc(OC)c1OC	11.0	11.0	-0.2	0.2
O=C(Nc1ccccc1C(=O)N1CCOCC1)c1ccc(-c2ccccc2)cc1	9.2	9.1	-0.4	0.8
COc1ccccc1C(=O)CSc1nccc(C)n1	-16.1	-12.9	4.5	-0.3
O=C(N/N=C/C(Cl)=C/c1ccccc1)C1CC1	-20.6	-0.5	1.0	0.2
CC(C)N(CCNc1nc(-c2ccc(C(=O)NC3CC3)cc2)nc2c1ncn2-c1ccccc1)C(C)C	9.8	9.6	1.4	0.2
CNC(=O)c1c(NC(=O)c2nc3ccccc3s2)sc2c1CCC2	-66.8	-0.4	0.1	-0.1
O=C(c1cc2ccccc2oc1=O)N1CCSC1c1ccco1 (stereo not drawn)	2.1	-1.6	0.2	-0.1

Following part:
Under each structure – TEAD-YAP block, MITF inh, GPR151 activ, FBW7 activator
c1ccc(-c2nc3ccc(Nc4nccc(-c5cncc(N6CCOCC6)c5)n4)cc3o2)cc1
    -24.5, 11.7, -1.0, 0.9
CCN1CCN(CC(O)COc2cccc(C(=O)OC)c2)CC1 (stereo not drawn)
    0.4, 53.1*, -1.2, 0.1
COc1ccc(Br)cc1/C=C1\C(=O)NC(=O)N(c2ccccc2)C1=O
    -1.7, 5.0, 4.3, 0.1
Cc1ccc(CNC(=O)Cn2c(=O)n(Cc3ccc(F)cc3)c(=O)c3cccnc32)cc1
    -5.7, -3.0, 0.1, -0.3
Cc1ccc2nc(CCCN(C)Cc3cccnc3)[nH]c2c1
    6.2, 9.3, 1.7, -0.1
CCOc1cc(/C=N/n2cnnc2)ccc1OCc1ccc(F)cc1
    5.8, 1.3, 0.7, -0.2
Cc1c(C(=O)NCCC2=CCCCC2)sc2ncn(CC(=O)N3CC(C)CC(C)C3)c(=O)c12 (stereo not drawn)
    2.7, 8.1, -0.8, 1.2
NC1=NC(=O)CC(C(=O)Nc2cc(C(F)(F)F)ccc2Cl)S1 (stereo not drawn)
    -10.8, 14.3, 2.9, 0.7
COc1ccc(/C=C/C(=O)NN2C(=O)CSC2=S)cc1OC
    -8.3, -20.4, 0.0, -0.1
Cc1c(C(=O)NCCCN2CCCCC2C)sc2nc3n(c(=O)c12)CCCCC3 (stereo not drawn)
    3.5, 3.4, -0.2, 0.0
C=CCSc1nc2c(c(=O)[nH]c(=O)n2C)n1C
    -1.6, 4.9, 0.3, 0.1
NC(=O)c1ccc(-c2cccc(C(=O)NCCc3ccc(O)cc3)c2)cc1
    -10.4, -4.5, -0.4, 0.0
CCN(CC)CCNC(=O)C1CCC(=O)N(c2ccc(OC)cc2)C1c1ccc(F)cc1 (stereo not drawn)
    -7.5, 16.5, -0.3, 0.3
CC(=O)Oc1ccc(C(=O)Nc2cc([N+](=O)[O-])ccc2F)cc1
    -5.4, 14.1, -1.7, 0.7
CNC(=O)[C@@H]1C[C@H](NCc2ccc(OC)c(C)c2OC)CN1C/C=C/c1ccccc1
    -8.3, -25.5, -0.6, -0.2
O=C(Oc1ccc2c(c1)OCO2)c1n[nH]c(=O)c2ccccc12
    -1.2, -2.3, 0.0, 0.0
N/C(=N\OC(=O)c1ccc(Br)o1)c1ccccc1Cl
    -61.7, -15.1, 1.2, 0.0
COC(=O)/C(C#N)=N\Nc1cc(-c2ccc(Cl)cc2)[nH]n1
    -16.8, 4.6, -5.3, -0.2
CC(C)CNC(=O)C(=O)N/N=C/c1ccc(Cl)c(Cl)c1
    0.2, 10.4, -0.4, 0.3
CC(C)Oc1ccc(NC(=O)c2cccc(Cl)c2)cc1
    -30.4, -25.3, -6.7, 0.1

The final 5 compounds of the part before are carried over, then new ones follow.
Under each structure – TEAD-YAP block, MITF inh, GPR151 activ, FBW7 activator
O=C(Oc1ccc2c(c1)OCO2)c1n[nH]c(=O)c2ccccc12
    -1.2, -2.3, 0.0, 0.0
N/C(=N\OC(=O)c1ccc(Br)o1)c1ccccc1Cl
    -61.7, -15.1, 1.2, 0.0
COC(=O)/C(C#N)=N\Nc1cc(-c2ccc(Cl)cc2)[nH]n1
    -16.8, 4.6, -5.3, -0.2
CC(C)CNC(=O)C(=O)N/N=C/c1ccc(Cl)c(Cl)c1
    0.2, 10.4, -0.4, 0.3
CC(C)Oc1ccc(NC(=O)c2cccc(Cl)c2)cc1
    -30.4, -25.3, -6.7, 0.1
N#Cc1ccc(NC(=O)c2ccc(Cl)nc2)cc1
    1.1, 16.5, -0.3, -0.1
Cc1ccc(NC(=O)c2c(NC(=O)c3ccc(F)cc3)sc3c2CCCC3)cc1C
    -35.9, -3.0, 0.2, -0.1
CCOC(=O)C1CCCCN1C1CCCC(C)C1 (stereo not drawn)
    1.0, 5.1, 1.0, 0.0
Cc1cccc(C(=O)N/C(=C\c2ccc([N+](=O)[O-])cc2)C(=O)Nc2cc(Cl)ccc2Cl)c1
    -7.7, -4.3, 0.6, -0.1
O=C(Nn1c(-c2cccc(Cl)c2)nc2ccccc2c1=O)c1ccccc1Br
    20.5, 13.1, -0.9, 0.3
O=C1c2ccccc2C(=O)N1c1ccccc1C(=O)N(c1ccccc1)c1ccc2ccccc2c1
    -5.5, -1.1, 2.0, 0.0
O=C(O)c1ccccc1N1C(=O)C2C3CCC(C3)C2C1=O (stereo not drawn)
    14.7, 7.4, 0.0, 0.1
Cc1ccc(CCNCc2c(C(=O)O)n(Cc3ccccc3F)c3ccccc23)cc1
    4.0, -5.6, -0.2, 0.0
CCCC(=O)Nc1ccc(OC)c(NC(=O)CSc2nnc(-c3cccs3)n2C)c1
    -1.8, 1.4, 0.5, 0.3
CC(C)OCCCNS(=O)(=O)c1cc(Br)cc2c1N(C(=O)C1CC1)CC2
    -5.6, 12.9, -0.8, -0.1
O=C(O)c1cccc(N2C(=O)CC(Nc3ccc(N4CCOCC4)cc3)C2=O)c1 (stereo not drawn)
    -4.7, 70.4*, -1.6, -0.3
COCCNC(=O)CSc1nnc(-c2ccc(OC)c(OC)c2)c(-c2ccc(OC)c(OC)c2)n1
    -9.5, 10.0, 0.3, 0.0
CN(c1ccc(Cl)cc1)S(=O)(=O)c1nnc(NC(=O)c2ccccc2)s1
    -15.2, -13.8, 0.9, 0.0
CCOC(=O)c1c(NC(=O)/C=C/c2ccc(OC)cc2)sc2c1CC(C)(C)OC2
    -3.5, -4.5, 0.3, 0.0
Cn1c(=O)c2c(nc(NC3CCCCC3)n2CCc2ccccc2)n(C)c1=O
    -3.1, -0.1, -0.5, 0.0
Nc1ccccc1C(=O)NCc1ccco1
    3.9, 2.1, 0.9, -0.1
C=CCn1c(SCC(=O)Nc2nc(C)cs2)nnc1-c1ccc(OC)cc1
    3.3, -9.3, 0.2, 0.0
CC1CCC(NC(=O)C(=O)Nc2sc3c(c2C#N)CCCC3)CC1 (stereo not drawn)
    -5.5, 4.1, -1.0, -0.2
CC(C)(C)SCCNC(=O)CSCc1ccc([N+](=O)[O-])cc1
    4.2, 11.4, 0.9, 0.1
O=C1CCCN1CCCNc1nc(Nc2ccncn2)nc2c1ncn2Cc1ccc(C(F)(F)F)cc1
    -30.6, 4.3, 1.5, 0.0
CCN(CC)S(=O)(=O)c1ccc(C(=O)N2CC(=O)Nc3ccc(Cl)cc3C2c2ccccc2)cc1 (stereo not drawn)
    -2.0, 12.9, 0.5, 0.3
CC(C)NS(=O)(=O)c1ccc(NC(=O)c2ccc(F)cc2)cc1
    -0.9, 0.9, 3.6, 0.1
COc1cc(Nc2nc(Nc3cccnc3)nc3nc[nH]c23)cc(OC)c1OC
    11.3, 1.6, -1.0, 0.0
CCCCC(=O)Nc1nc(-c2cc3ccccc3o2)cs1
    -23.1, 7.0, 0.0, 0.6
CCCC(C)NS(=O)(=O)c1ccc(OC)c(Br)c1 (stereo not drawn)
    0.8, 16.3, 1.2, 1.2
FC(F)(F)c1cccc(-c2[nH]ncc2-c2ccncc2)c1
    7.1, -0.6, -1.3, 0.7
COc1ccc(OC)c(Nc2nc3ccccc3nc2-n2nc(C)cc2C)c1
    4.3, -5.3, 0.5, 0.0
